# Assay outcomes (PubChem)
# M5 ag: human M5 muscarinic receptor agonists, primary screen, CHO-K1 cells, Fluo-8 calcium fluorescence | AID 624037, 2012 | Muscarinic acetylcholine receptor M5 (Homo sapiens), P08912 | CHO-K1 hM5 cells; 0% DMSO wells, 100% maximal acetylcholine response | 360,000 tested, 0.19% active | activation, % at 3 µM;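 active = activation above the run's mean over test compounds plus 3 SD, cut at about 23% in these data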;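 also: signal is peak over basal fluorescence ratio across the kinetic read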
# Target sequence (P08912 whole entry, looked up): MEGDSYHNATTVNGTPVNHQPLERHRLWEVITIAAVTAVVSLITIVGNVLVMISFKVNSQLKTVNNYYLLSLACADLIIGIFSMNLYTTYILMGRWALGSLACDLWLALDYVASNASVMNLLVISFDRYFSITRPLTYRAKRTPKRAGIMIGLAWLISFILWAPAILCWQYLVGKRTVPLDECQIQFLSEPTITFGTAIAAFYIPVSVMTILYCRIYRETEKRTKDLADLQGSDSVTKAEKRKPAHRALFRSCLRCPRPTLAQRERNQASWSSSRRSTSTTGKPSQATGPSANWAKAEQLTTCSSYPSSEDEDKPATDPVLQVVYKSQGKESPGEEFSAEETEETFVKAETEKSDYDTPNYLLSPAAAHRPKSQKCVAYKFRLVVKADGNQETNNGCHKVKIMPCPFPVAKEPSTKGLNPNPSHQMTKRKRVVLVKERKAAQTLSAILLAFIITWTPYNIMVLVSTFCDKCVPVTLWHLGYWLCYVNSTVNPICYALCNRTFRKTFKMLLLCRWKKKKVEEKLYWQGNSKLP
# CHRM4 PAM: human M4 muscarinic receptor positive allosteric modulators, primary screen, CHO-K1 cells, Fluo-8 calcium fluorescence. Muscarinic acetylcholine receptor M4 (Homo sapiens), P08173. 360,000 tested, 0.4% active. AID 624126, 2012. activation, % at 3 µM. CHO-K1 hM4/Gqi5, ACh EC20; 0% = ACh EC20, 100% = maximal ACh;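 active = activation above its plate's cutoff, the mean activation of sample wells plus 3 SD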; also: some results filed as inactive read as strong as hits
# CRFBP-R2 agonist: agonists of CRF-BP/CRF-R2 complex, primary screen, cell-based, HEK293, calcium dye fluorescence, uHTS; CRF-binding protein / CRF receptor 2 complex (human); calcium dye fluorescence (FLIPR); percent of saturating CRF peptide response; activation, % at 13.2 µM; 350,000 tested, 0.46% active; AID 588473, 2011;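 active = activation of at least 50%, plus an integration ratio under a set limit after plate pattern correction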;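 also: plate controls were neutral control wells without compound for no effect and CRF at EC100 for full effect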
# CHRM5 PAM: human M5 muscarinic receptor positive allosteric modulators, primary screen, CHO-K1 cells, Fluo-8 calcium fluorescence; Muscarinic acetylcholine receptor M5 (Homo sapiens), P08912; CHO-K1 hM5, ACh EC20 PAM; 0% = ACh EC20, 100% = ACh EC100; activation, % at 3 µM; 360,000 tested, 0.3% active; AID 624038, 2012;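 active = activation above the run cutoff, the mean activation of all test compounds plus 3 SD, cut at about 18% in these data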
#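 system = human M5 receptor in CHO-K1 cells | reagent = EC20 acetylcholine as agonist stimulus | compound dosing = single-point, 3 µM nominal | incubation = Fluo-8 loading 80 min at 37 °C plus 30 min room temperature | detection = Fluo-8 calcium dye fluorescence, kinetic read | benchmarks = low control EC20 acetylcholine (0%), high control EC100 acetylcholine (100%)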
# TAAR1 agonist: human TAAR1 agonists, primary screen, Fluo-8 calcium fluorescence, CHO RD-HGA16 cells; Trace amine-associated receptor 1 (Homo sapiens), Q96RJ0; vehicle wells 0%, saturating PEA agonist 100%; activation, % at 3 µM; 360,000 tested, 0.99% active; AID 624467, 2012;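 active = activation above the mean activation of all test compounds in the run plus 3 SD, cut at about 38% in these data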
# Target sequence (Q96RJ0 whole entry, looked up): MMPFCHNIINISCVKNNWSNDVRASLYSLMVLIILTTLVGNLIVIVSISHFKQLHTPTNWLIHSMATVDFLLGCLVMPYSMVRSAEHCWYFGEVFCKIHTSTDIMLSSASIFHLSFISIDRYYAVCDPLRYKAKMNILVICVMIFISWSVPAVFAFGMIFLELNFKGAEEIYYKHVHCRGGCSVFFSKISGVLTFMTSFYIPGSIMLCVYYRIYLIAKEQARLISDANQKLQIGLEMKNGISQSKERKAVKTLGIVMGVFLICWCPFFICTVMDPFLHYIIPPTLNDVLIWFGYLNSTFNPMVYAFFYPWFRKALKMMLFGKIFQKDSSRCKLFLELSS
#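 Assay system – CHO-derived RD-HGA16 cells with stable Gα16 and human TAAR1 · Compound dosing – one-point dosing at 3 µM (nominal) · Incubation – 17-24 h seeding, 75 min 37 °C dye, 30 min RT · Measured by – kinetic Fluo-8 calcium fluorescence · Control set – DMSO vehicle as 0%, PEA at EC100 as 100% · Repeats – single well for each compound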
# TAAR1 antag: human TAAR1 antagonists, primary screen, Fluo-8 calcium fluorescence, CHO RD-HGA16 cells. inhibition, % at 3 µM. antagonist. Trace amine-associated receptor 1 (Homo sapiens), Q96RJ0. 360,000 tested, 1.5% active;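 active = inhibition above a per-plate cutoff, the mean inhibition of test compounds on that plate plus 3 SD, cut at about 49% in these data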;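 also: 0% = DMSO plus EC80 beta-PEA response and 100% = DMSO alone without agonist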
#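 System: RD-HGA16 CHO cells with stable hTAAR1 and Gα16 | Probe or stimulus: EC80 β-phenethylamine stimulus | Dosing: 3 µM, single point | Times: Dye loading 75 min at 37 °C, then 30 min room temperature | Measured by: Fluo-8 calcium-sensitive fluorescence | Read-out basis: % inhibition of agonist calcium response | Replicates: n of 1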
# CRFBP-R2 block: antagonists of CRF-BP/CRF-R2 complex, primary screen, cell-based, HEK293, calcium dye fluorescence, uHTS. CRF-induced calcium fluorescence. inhibition, % at 11.8 µM. 350,000 tested, 0.59% active. AID 588475, 2011;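 active = inhibition of the ligand-induced calcium signal above about 50% at the single tested concentration, limit read from the data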
# M1 PAM parental: nonselective calcium activators in parental CHO-K1 cells, primary screen, counter-screen for M1 PAM project, cell-based, Fluo-8 calcium fluorescence, full deck, 1536-well; 360,000 tested, 0.02% active; AID 602247, 2012; activation, % at 3 µM; ATP EC20; 0% at ATP EC20, 100% at ATP max;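 active = activation above the run cutoff, the mean activation of all test compounds plus 3 SD, cut at about 40% in these data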;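 also: peak over basal fluorescence ratio in a 140 s read after ATP addition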
# M5 antag: human M5 muscarinic receptor antagonists, primary screen, CHO cells, Fluo-8 calcium fluorescence; CHO-hM5 cells, ACh EC80; inhibition, % at 3 µM; 360,000 tested, 0.59% active; AID 624040, 2012;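 active = inhibition above a per-plate cutoff, the mean of that plate's test compounds plus 3 SD, cut at about 27% in these data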;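 also: 0% = acetylcholine EC80 with DMSO and 100% = DMSO without agonist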
# Active calls of the source: *; / = no result given.
Compound,M5 ag,CHRM4 PAM,CRFBP-R2 agonist,CHRM5 PAM,TAAR1 agonist,TAAR1 antag,CRFBP-R2 block,M1 PAM parental,M5 antag
CCn1c(CSc2nnc(-c3ccoc3C)n2C)nc2cc(S(=O)(=O)N(C)C)ccc21,-6,-4,1.1,6,2,-8,-15,9,8
Cc1cccc(NC(=O)C2CCCN2S(=O)(=O)c2ccc(Cl)cc2)n1 (stereo unspecified),-5,5,-8.0,5,0,-15,-26,14,1
Cc1cc(C(=O)NNC(=S)NC(=O)/C=C/c2ccccc2Cl)n[nH]1,-1,12,-0.6,0,10,11,-19,-3,-4
Cn1nc(C(C)(C)C)cc1C(=O)NNC(=O)c1cccc(Cl)c1,4,-5,0.7,-8,5,1,20,-3,2
c1ccc(-c2cc3nc(NCc4cccs4)ccn3n2)cc1,3,-3,/,-2,4,-1,/,4,-1
CCC1CC(CSc2ncn[nH]2)OC1=O (stereo unspecified),0,4,0.6,1,1,-16,6,2,4
COc1ccccc1C1/C(=C(/O)c2cnn(-c3ccccc3)c2C)C(=O)C(=O)N1CCN(C)C (stereo unspecified),-3,18,0.8,1,5,-5,0,13,-1
CC1CCN(C(=O)c2ccc3c(=O)n4c(nc3c2)CCCCC4)CC1,-6,15*,2.9,-3,2,-6,-7,-6,-2

# 6 entries picked at random from those above:
Compound,M5 ag,CHRM4 PAM,CRFBP-R2 agonist,CHRM5 PAM,TAAR1 agonist,TAAR1 antag,CRFBP-R2 block,M1 PAM parental,M5 antag
CC1CCN(C(=O)c2ccc3c(=O)n4c(nc3c2)CCCCC4)CC1,-6,15*,2.9,-3,2,-6,-7,-6,-2
Cn1nc(C(C)(C)C)cc1C(=O)NNC(=O)c1cccc(Cl)c1,4,-5,0.7,-8,5,1,20,-3,2
c1ccc(-c2cc3nc(NCc4cccs4)ccn3n2)cc1,3,-3,/,-2,4,-1,/,4,-1
CCC1CC(CSc2ncn[nH]2)OC1=O (stereo unspecified),0,4,0.6,1,1,-16,6,2,4
CCn1c(CSc2nnc(-c3ccoc3C)n2C)nc2cc(S(=O)(=O)N(C)C)ccc21,-6,-4,1.1,6,2,-8,-15,9,8
Cc1cc(C(=O)NNC(=S)NC(=O)/C=C/c2ccccc2Cl)n[nH]1,-1,12,-0.6,0,10,11,-19,-3,-4

# Going on with the list.
Compound,M5 ag,CHRM4 PAM,CRFBP-R2 agonist,CHRM5 PAM,TAAR1 agonist,TAAR1 antag,CRFBP-R2 block,M1 PAM parental,M5 antag
Cc1n(CC(O)COC2CCCCC2)c2ccccc2[n+]1C (stereo unspecified),-2,8,2.0,-5,2,0,2,9,3
Cc1cc(C)cc(NC(=O)CSc2ccc(-c3ccco3)nn2)c1,-2,-6,-2.3,-2,4,6,-5,5,-1
C=CC[C@H](CC(=O)OC(C)(C)C)C(=O)OC[C@@H]1CCCN1C(=O)[C@@H](CC=C)CC(=O)N[C@H](CO)Cc1ccccc1,3,-2,-0.6,-3,11,27,-3,-1,-1
COC(=O)[C@]1(CC(C)C)N[C@H](c2ccc(-c3ccc4c(c3)OCO4)cc2)[C@@H]2C(=O)N(C)C(=O)[C@@H]21,1,11,0.6,6,1,5,-14,6,-8
CCOC(=O)C(C)(C)Sc1nc2c(cnn2-c2ccc(Cl)cc2)c(=O)[nH]1,3,-9,-3.4,-13,-3,9,1,-3,13
O=C(NCc1ccccc1Cl)[C@H]1CCCN1C(=O)[C@H]1CCCN1,0,15,/,2,2,12,/,9,2
COc1cccc(-c2ccc3c(c2)C2CC3CCN2C(=O)c2ccc(-c3ccccc3)cc2)c1 (stereo unspecified),2,-2,1.2,-1,1,-19,1,9,-1
CCCCOC(=O)C1CCCC(C(=O)OCCCC)N1 (stereo unspecified),-4,3,-0.1,-2,8,-2,3,12,-3
COc1ccc(C)cc1NC(=O)c1cc2ccccc2o1,-3,-9,-0.9,-6,7,-5,25,13,3
COCCn1c(C)cc(C(=O)COC(=O)c2c(C)nn(Cc3ccccc3)c2C)c1C,-10,-7,-0.5,-11,3,8,-3,2,5
COc1ccccc1NC(=O)c1ccc(NC(=O)COC(=O)c2cccnc2Cl)cc1,4,-4,-2.6,-20,9,25,34,17,23
COc1cc(/C=N/Nc2ccccn2)ccc1OCC(C)C,4,8,5.0,17,3,-11,-28,21,0
O=C(CSc1nnc(-c2ccccc2F)o1)NC(=O)Cc1ccccc1,0,6,-0.7,-6,11,-15,-1,14,16
Cc1nc(C)c(-c2ccc(SCC(=O)Nc3ccc(C)c(Cl)c3)nn2)s1,-2,0,0.9,-1,7,32,-22,-7,1
COc1ccc(-c2nn3c(COc4ccccc4)nnc3s2)cc1OC,1,3,-0.6,5,3,2,2,17,-7
COc1ccc(/C=C/C(=O)c2c(O)c(OC)c3occc3c2OC)cc1,-2,-6,-0.4,-4,13,45,12,-15,0
CC1CCCC(NC(=O)c2cc(S(=O)(=O)N3CCCCC3)c[nH]2)C1C (stereo unspecified),2,2,/,-5,-2,-4,/,-12,-6
CSc1ccc(CN2C(=O)NC3(CCCCCC3)C2=O)cc1,-4,-9,1.7,-3,-2,7,-12,0,2
CN(C)c1nnnn1-c1ccc(Oc2ncc(C(F)(F)F)cc2Cl)cc1,-4,-9,0.2,5,0,7,43,17,-13
O=C(Nc1cccc(Cl)c1)Nc1ccc(Cl)cn1,0,8,0.3,-1,11,-6,10,7,4
CCC1(C)Cc2nc3sc(C(=O)O)c(N)c3cc2CO1 (stereo unspecified),0,7,28,11,0,-13,-15,12,8
CC(=O)c1ccc(NC(=O)c2ccc(NC(=O)c3ccco3)cc2)cc1,-3,-1,0.4,-2,/,/,0,16,10
Cc1cccnc1NC(=O)c1c(O)c2cccc3c2n(c1=O)CCC3,1,10,1.7,4,27,4,2,-6,6
O=C(O)c1ccc(Nc2cc(Cl)c3nonc3c2[N+](=O)[O-])cc1,1,3,-4.0,-2,4,1,15,-2,-5
CCCCn1c(N)c(N(CC)C(=O)c2cccc(S(=O)(=O)N3CCN(C)CC3)c2)c(=O)[nH]c1=O,1,2,0.2,3,4,-24,-4,16,7
CC(=O)Nc1sc(NC(=O)c2ccc(Cl)cc2)nc1-c1cccs1,-1,1,-2.5,8,5,6,-18,19,2
CCCCCNCc1cccc(Br)c1,-2,2,-0.2,-6,4,-9,0,17,6
COc1cc(CC(=O)N(c2ccccc2)c2nc(C)cs2)cc(OC)c1OC,-1,11,5.6,4,3,-38,19,-3,6
CCOC(=O)C1=C(COC(=O)/C=C/c2ccc(OCC)c(OC)c2)NC(=O)NC1C (stereo unspecified),5,1,-0.3,-6,3,10,-3,8,9
CC(=O)Nc1ccc(NC(=O)CSc2nc(N)c(NC(=O)c3ccccc3F)c(=O)[nH]2)cc1,-4,-4,0.0,-4,2,-3,-7,-11,10
O=C(c1ccc(CS(=O)Cc2ccccc2Cl)o1)N1CCN(c2cccc(Cl)c2)CC1 (stereo unspecified),0,-9,-0.5,-8,7,21,9,-10,-3
O=C(COC(=O)c1cccc([N+](=O)[O-])c1)NNC(=O)c1cccs1,-1,11,-0.3,-4,16,-1,1,-4,12
CCOC(=O)c1csc(NC(=O)CSc2nnnn2-c2cccc(OC)c2)n1,-1,10,5.2,6,17,-14,-18,9,-10
Cc1ccc(Cc2nc(-c3cccc(C)c3)no2)cc1,0,0,-1.1,-3,5,-4,4,14,0
O=C1c2ccccc2N2C(=O)c3ccccc3C2N1Cc1ccco1 (stereo unspecified),-8,0,1.3,-20,/,/,-9,19,3
COCCNc1nc(-c2cc(F)ccc2C)c2sc(-c3ccccc3)cc2n1,-3,0,/,-4,0,-9,/,4,6
CCOC(=O)c1c(NC(=O)CN(CC)CC)sc2c1CCC2,0,8,0.5,0,21,-20,-21,27,1
CCS(=O)(=O)c1cc([N+](=O)[O-])c(Sc2ccccc2NC(C)=O)s1,0,-3,-0.9,2,5,-36,-3,7,-3
COc1ccccc1C(=O)OCC(=O)Nc1ccc(Cl)cn1,-1,9,-4.2,4,2,15,2,8,-1
COc1ccc(S(=O)(=O)NCc2csc(C)n2)cc1OC,2,5,-2.8,-2,3,-2,8,15,1
Cc1nn(CC(=O)NCCN2CCCCC2C)c(=O)c2cc(-c3ccccc3)nn12 (stereo unspecified),-6,-5,-0.8,32*,4,-6,-4,5,18
CCCCNS(=O)(=O)CCNCc1ccc(OC)cc1,0,-2,-3.0,0,4,-5,-1,-2,-1
O=c1[nH]c2ccc(NC(=S)Nc3ccc(F)cc3)cc2[nH]1,-5,20,1.0,3,1,8,-2,19,9
CN(C)c1ccc(C(=O)C(=O)N2CCN(c3ccccc3)CC2)cc1,1,2,/,-3,1,-5,/,/,4
COc1ccc(-c2cc(C(F)(F)F)nc(SCC(=O)N3CCOCC3)n2)cc1OC,1,-4,-0.3,-5,-1,16,-20,21,-3
